Screens: PubChem, National Center for Advancing Translational Sciences (NCATS)
N370S GC mod = inhibitors or activators of N370S glucocerebrosidase for Gaucher disease. P04062. N370S GC spleen homogenate, 4MU-glucoside fluorescence. Potency, µM (titrated, usually from 59.4 µM), for inactives: top-dose activity change, negative = inhibition, hits mostly inhibitors. 330,000 compounds, 0.092% hits. AID 2101;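 note: 0% = full enzyme activity and -100% = no enzyme basal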
TDP1 block = blocks human tyrosyl-DNA phosphodiesterase 1. Potency, µM (top dose mostly 130 µM), without a hit: at the highest dose activity change, negative = inhibition, most hits filed as inhibitors. AID 485290. 350,000 compounds, 0.28% hits. Q9NUW8. recombinant TDP1, AlphaScreen DNA substrate cleavage; note: nearly all actives have a fitted effect of over 40% in size
Target sequence (Q9NUW8 whole entry, looked up): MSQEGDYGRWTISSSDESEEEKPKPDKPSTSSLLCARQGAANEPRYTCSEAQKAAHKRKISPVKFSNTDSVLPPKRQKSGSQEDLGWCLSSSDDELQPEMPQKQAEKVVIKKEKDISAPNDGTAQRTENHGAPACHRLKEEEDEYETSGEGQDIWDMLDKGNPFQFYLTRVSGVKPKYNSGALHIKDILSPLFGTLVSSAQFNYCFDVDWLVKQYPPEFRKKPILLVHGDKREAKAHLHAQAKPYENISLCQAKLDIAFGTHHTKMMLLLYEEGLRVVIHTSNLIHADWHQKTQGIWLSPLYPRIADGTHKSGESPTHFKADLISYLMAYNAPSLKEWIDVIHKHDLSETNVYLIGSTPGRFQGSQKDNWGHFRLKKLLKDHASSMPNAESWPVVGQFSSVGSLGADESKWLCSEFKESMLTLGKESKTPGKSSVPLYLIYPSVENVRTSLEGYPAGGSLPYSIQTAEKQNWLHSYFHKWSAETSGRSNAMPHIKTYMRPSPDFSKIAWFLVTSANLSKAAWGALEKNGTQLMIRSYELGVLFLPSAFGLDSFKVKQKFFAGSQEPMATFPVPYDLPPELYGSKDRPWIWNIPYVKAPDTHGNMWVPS
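AlphaScreen read-out: signal falls as enzyme removes the 3' tyrosine-FITC from a 5'-biotinylated DNA oligo (15 nM, 5 min, RT). Enzyme was E. coli-made recombinant Tdp1 at 1 nM, exposed to compound for 15 min beforehand; beads 10 ug/ml, 10 min.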
FEN1 inh = human FEN1 inhibition. P39748. Recombinant FEN1 flap cleavage, fluorescence, 15 min. Potency, µM (series often up to 114 µM), for the others: at the highest dose activity change, negative = inhibition, usual class: inhibitors. 390,000 compounds, 0.35% hits. AID 588795; note: nearly all actives have a fitted effect of over 65% in size
Target sequence (P39748 whole entry, looked up): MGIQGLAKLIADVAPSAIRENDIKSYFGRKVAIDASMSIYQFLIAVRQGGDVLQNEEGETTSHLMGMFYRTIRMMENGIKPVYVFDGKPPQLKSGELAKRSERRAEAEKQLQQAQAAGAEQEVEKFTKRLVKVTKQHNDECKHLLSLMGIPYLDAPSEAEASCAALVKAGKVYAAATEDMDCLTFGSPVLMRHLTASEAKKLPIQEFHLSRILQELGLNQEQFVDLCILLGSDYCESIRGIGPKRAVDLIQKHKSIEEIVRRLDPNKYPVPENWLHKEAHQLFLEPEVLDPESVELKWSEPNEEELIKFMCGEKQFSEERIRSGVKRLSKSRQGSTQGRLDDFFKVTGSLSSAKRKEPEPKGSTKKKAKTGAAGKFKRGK
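Potency values derive from four-parameter Hill fits of normalized qHTS data. The reaction used 10 nM FEN1 preincubated 15 min at room temperature with compound, then 50 nM DNA substrate, read at 0 and 15 min.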
* hit, by the source's call; ? = inconclusive; / = not tested or not shown; & = joins results of further samples; [ ] = remark or other dose. Calls come from the whole dose curve; as a rule, active = well fitted curve in the direction sought with a large enough effect; inconclusive = small, poorly fitted or top-dose-only effect, or another doubt; inactive = no such curve, though single readings can be large; an effect the other way counts as inactive or inconclusive. Unless noted, % is set by controls: 0 for no effect and ±100 for the full control effect; potency is the fitted concentration of half-maximal effect.

SMILES	N370S GC mod	TDP1 block	FEN1 inh
CCOc1cc(/C=C\[N+](=O)[O-])ccc1OCC(=O)Nc1ccccc1C	-17%	-2%	8%
Cc1oc(-c2cccc(Cl)c2)nc1CS(=O)(=O)CC(=O)NCc1ccco1	-13%	7%	-6%
C#CCOCCOCCOCCNc1nc(N2CCN(C(=O)[C@H](CCCCN)n3cc(C(N)COC(=O)C(F)(F)F)nn3)CC2)nc(N2CCN(C(=O)[C@H](CCCCN)n3cc(C(N)CC(C)C)nn3)CC2)n1 (stereo not given in full)	6%	5%	/
COc1ccc(-n2c(=S)[nH]c3cc(C(=O)Nc4ccc(C)c(F)c4)ccc3c2=O)c(OC)c1	-3%	4%	-13%
Cc1csc2nnc(N)n12	-3%	4%	1%
O=C(NCc1ccncc1)C(=O)NCC(c1ccco1)N1CCN(c2ccccc2F)CC1 (stereo not given)	1%	2%	-2%
Cc1c(C)n(-c2ccccc2)c2ncnc(NCCN(C)C)c12	-3%	/	12%
Cc1ccc(NC(=O)CSc2ncccn2)cc1F	13%	4%	-8%
O=C(c1ccc(N2CCCC2)c([N+](=O)[O-])c1)N1CCN(c2ccccn2)CC1	-9%	5%	16%
CN(Cc1ccco1)S(=O)(=O)c1nnc(NC(=O)c2ccc(F)cc2)s1	3%	3%	29%
Cc1cc(NC(=O)c2cccnc2)ccc1NC(=O)c1ccco1	2%	8%	1%
CC(C)OC(=O)CC12CN3CC(CC(=O)OC(C)C)(CN(C1)C(=O)c1ccccc1C3=O)C2=O	-18%	2%	-12%
COc1ccc(C(=O)Nc2cc(C(C)C)c(O)c(S(=O)(=O)c3ccc(Cl)cc3)c2C)cc1	/	5%	-15%
O=C(Cc1ccc(-c2ccccc2)cc1)NCCS(=O)(=O)N1CCN(c2ccccc2F)CC1	/	-4%	7%
Cc1ccc(S(=O)(=O)N2CCN(C(=O)COC(=O)CCOc3ccccc3C)CC2)cc1	-2%	/	-11%
CN(Cc1ccon1)C(=O)C1CCC(=O)N(CCc2ccc(Cl)cc2)C1 (stereo not given)	0%	/	9%
CCCOc1nc(N)c(C#N)c(-c2ccccc2F)c1C#N	-1%	-1%	-5%
COc1ccc(NC(=O)c2c(-c3ccc(C)cc3)nnc3ccccc23)cc1Cl	/	5%	-5%
Nc1c(C(=O)NCc2ccccc2)nnn1Cc1ccccc1	22%	5%	22%
COc1ccc(S(=O)(=O)N2CCN(Cc3ccc(Cl)cc3)CC2)cc1	5%	-12%	-17%
COc1ccc(C(C[N+](=O)[O-])c2c(-c3ccccc3)cc3ccccn23)cc1 (stereo not given)	6%	-1%	-11%
COc1cccc(C2NC(=O)NC(C)=C2C(=O)OCC2CCCO2)c1 (stereo not given)	-6%	6%	0%
CCS(=O)(=O)Nc1cc2c3c(c1)CCN3C(=O)CC2	-10%	/	-17%
CCN1CCN(c2nc(N)c([N+](=O)[O-])c(Nc3ccc(C)c(C)c3)n2)CC1	-14%	3%	-2%
CC(=O)N1Cc2ccccc2CC1C(=O)N1CCN(c2ccccc2)CC1 (stereo not given)	5%	4%	-2%

Some values from the list.
Value of `O=C(Cc1ccc(-c2ccccc2)cc1)NCCS(=O)(=O)N1CCN(c2ccccc2F)CC1` in FEN1 inh: 7%
Value of `CC(C)OC(=O)CC12CN3CC(CC(=O)OC(C)C)(CN(C1)C(=O)c1ccccc1C3=O)C2=O` in FEN1 inh: -12%
Value of `CN(Cc1ccon1)C(=O)C1CCC(=O)N(CCc2ccc(Cl)cc2)C1` (stereo not given) in N370S GC mod: 0%
Value of `Cc1oc(-c2cccc(Cl)c2)nc1CS(=O)(=O)CC(=O)NCc1ccco1` in TDP1 block: 7%
Value of `Cc1c(C)n(-c2ccccc2)c2ncnc(NCCN(C)C)c12` in N370S GC mod: -3%
Value of `COc1ccc(C(C[N+](=O)[O-])c2c(-c3ccccc3)cc3ccccn23)cc1` (stereo not given) in TDP1 block: -1%
Value of `COc1ccc(C(=O)Nc2cc(C(C)C)c(O)c(S(=O)(=O)c3ccc(Cl)cc3)c2C)cc1` in FEN1 inh: -15%

The results go on:
SMILES	N370S GC mod	TDP1 block	FEN1 inh
O=C(C(Cc1ccccc1)n1cccc1)N1CCCCCC1 (stereo not given)	8%	9%	-12%
CC(C)(CO)NCc1cccc(OCc2ccc(Cl)cc2)c1	?	3%	1%
O=C1NCCCC1C(=O)N/N=C/c1ccccc1O (stereo not given)	?	3%	19%
O=C(CSc1nnnn1-c1cccc2c1CCCC2)N1CCOCC1	11%	-2%	-4%
CCCCCc1nnc(NC(=O)c2cccc(S(=O)(=O)N3CCOCC3)c2)s1	/	1%[56.1 µM]	-8%
CN(C)CCCc1cc(C(=O)Nc2ccc(-c3ccncc3)cc2)ccc1O	-6%&1%	16%&11%	/
CCOC(=O)c1c(C)nc2cc(C)ccn12	3%	5%	-1%
COC(=O)C(CC(C)C)NC(=O)C(Cc1ccccc1)NC(=O)C1CCCN1C(=O)OC(C)(C)C (stereo not given)	-1%	3%	5%
O=c1cc2[nH]c3ccccc3c(=O)n2nc1-c1ccccc1	?	6%	-6%
C1=C(CCNCC2CCCCC2)CCCC1	-8%	-1%	-3%
CCCCC(=O)Nc1ccc(NC(=O)c2ccc([N+](=O)[O-])cc2)cc1OC	-5%	3%	7%
CCn1c(SCC(=O)N/N=C/c2c[nH]c3ccccc23)nnc1-c1ccc(C)cc1	-4%	5%	3%
N#Cc1ccc(COC(=O)CC(NC(N)=O)c2ccc(Cl)cc2)cc1 (stereo not given)	-2%	/	-5%
CCC(C)c1ccc(NC(=O)CSc2nncn2N)cc1 (stereo not given)	10%	2%	6%
CC1CCN(CC2CCN(C(=O)NCc3ccc(F)cc3)CC2)CC1	/	-2%	-4%
Cc1n[nH]c(C)c1CCC(=O)N/N=C/c1cccc([N+](=O)[O-])c1	0%	5%	4%
Cc1onc(-c2c(F)cccc2Cl)c1-c1nnc(-c2cccc3ccccc23)o1	-2%	6%	3%
COc1cccc(-c2nn3c(-c4cc(C)[nH]n4)nnc3s2)c1	-3%	0%&3%	-1%&-23%
Cc1nc2ccccc2n1CCc1nc2c3ccccc3nc(SCC#N)n2n1	-12%	-2%	/
COc1ccccc1CN1C(=O)C2CC=CCC2C1=O (stereo not given)	-6%	4%	0%
CN(C)CCCNc1oc(/C=C/c2cccs2)nc1S(=O)(=O)c1ccccc1	13%	6%	0%
CCN(CC)S(=O)(=O)c1cccc(C(=O)N[C@H](C(=O)OCC(N)=O)C(C)C)c1	-15%	2%	-3%
Cc1ccc(NC(=O)c2ccc(CSc3ccccn3)cc2)c(O)c1	12%	3%	-26%
O=C(Nc1ccnn1C1CCN(Cc2ccccc2F)CC1)C1CCCC1	-7%	3%	-2%
O=C1CN(C(=O)COC(=O)c2ccc([N+](=O)[O-])o2)c2ccccc2N1	/	-14%	?
SMILES	N370S GC mod	TDP1 block	FEN1 inh
O=[N+]([O-])c1ccc(N2CCN(Cc3ccc(Br)o3)CC2)cc1	-16%	/	9%
COc1ccc(-c2nnc(NC(=O)CSc3ccc(C)cc3)s2)cc1OC	-1%	3%	-8%
Cc1onc(-c2ccccc2)c1C(=O)Nc1cccc(S(=O)(=O)N2CCCCC2)c1	/	-3%	-12%
O=C(/C=C\c1ccc2c(c1)OCO2)NC1CC(=O)N(c2ccc(Cl)cc2)C1 (stereo not given)	/	0%	21%
O=C(C1CCC(CNc2nc(=S)[nH]c3ccccc23)CC1)N1CCN(c2ccccn2)CC1 (stereo not given)	15%	7%	-7%
COc1ccc(-c2cc(C(=O)Nc3ccccc3F)on2)cc1	8%	5%	1%
CN(CC(=O)Nc1ccc(OC(F)(F)F)cc1)C(=O)c1ccc(N2CCCC2=O)cc1	/	-2%	-10%
CN1CCN(/C(=N\S(=O)(=O)c2ccc(F)cc2)c2ccccc2)CC1	4%	5%	-18%
O=C(CCCN1C(=O)C(c2ccccc2)Oc2cccnc21)Nc1ccc(Br)cc1F (stereo not given)	/	5%	9%
C=CCn1c(=O)c2ccccc2n2c(SCC(N)=O)nnc12	4%	6%	-7%
Cc1ccccc1Cn1c(=O)n(Cc2ccc3c(c2)OCO3)c(=O)c2oc3ccccc3c21	/	3%	1%
Cc1c(CN2CCCCC2)c(O)n(CCO)c(=O)c1C#N	-12%	6%	8%
Cc1ccc(NC(=O)COc2ccc3c(c2)CCC3)nc1	-8%	/	2%
Cn1cnnc1SCC(=O)Nc1cc(C(=O)O)cc(C(=O)O)c1	/	-7%	14%
C=CCNc1nc(C(=O)OCC(=O)Nc2ccccc2C(F)(F)F)cs1	/	0%	-3%
CC(=O)NC(CC(=O)OCC(=O)N1CCN(S(=O)(=O)c2ccc(Cl)cc2)CC1)c1ccccc1 (stereo not given)	9%	/	3%
CNC(=S)N/N=C/c1cccc(OCc2ccccc2F)c1	-24%	7%	2%
Cc1cccc(Cl)c1OCCCn1ccnc1	-2%	8%	-13%
CN(C)/C=C(\C=O)c1onc(-c2ccccc2Cl)c1C#N	8%	6%	1%
COc1cccc(N(C(=O)C2CSC(=O)C2)C(C(=O)NC(C)(C)C)c2ccncc2)c1 (stereo not given)	0%	0%	15%
CCOc1ccc(S(=O)(=O)N2CCC(C(=O)NC3CC3)CC2)cc1C	-6%	8%	-7%
Cc1ccc(NC(=O)CCN2C(=O)C3C4CCC(C4)C3C2=O)cc1[N+](=O)[O-] (stereo not given)	2%	1%	3%
O=C(NNC(=O)c1cccc(Br)c1)C(=O)N1CCCCC1	10%	0%	8%
CSc1ncc(Cl)c(C(=O)Nc2ccc(S(=O)(=O)N3CCOCC3)cc2)n1	-12%	4%	-3%
Cc1c(C)n2c(SCC(=O)Nc3ccc4c(c3)OCCO4)nnc2[nH]c1=O	-4%	8%	-1%

Already shown: an excerpt of the list.
SMILES	N370S GC mod	TDP1 block	FEN1 inh
CSc1ncc(Cl)c(C(=O)Nc2ccc(S(=O)(=O)N3CCOCC3)cc2)n1	-12%	4%	-3%
Cc1c(C)n2c(SCC(=O)Nc3ccc4c(c3)OCCO4)nnc2[nH]c1=O	-4%	8%	-1%

(list continues)
SMILES	N370S GC mod	TDP1 block	FEN1 inh
Cc1cccc(CNc2ccnc(-c3ccccc3CN(C)C)n2)c1	10%	5%[56.1 µM]	/
C=CC[C@@H](CC(=O)N[C@H](CO)Cc1ccccc1)C(=O)NCCOC(=O)[C@@H](CC=C)Cc1ccc(F)cc1	/	0%	8%
CCOc1ccccc1Nc1nc(-c2sc(NC(=O)c3ccco3)nc2C)cs1	-3%	6%	-5%
CCN(CC)C(=O)[C@H]1CC(CC(=O)NC/C=C(\C)CCC=C(C)C)C(=O)N2CCc3c([nH]c4ccc(OC)cc34)[C@]12C (stereo not given in full)	/	5%[56.1 µM]	-24%
Cc1cccc(N2C(=O)c3cccc4cccc(c34)C2=O)c1	-3%	/	13%
COc1ccc(C(=O)NC(C)(C)C)cc1S(=O)(=O)N1CCCC1	4%	2%	-13%
CCOc1ccccc1C1N(c2ccc(OC)cc2)C(=O)C2CCCN21 (stereo not given)	6%	4%	1%
Fc1ccc(CN2CCCCCCC2)cc1F	6%	-7%	-7%
CC(C)N(Cc1ccc(F)cc1)C(=O)c1cc2ccccc2oc1=O	-18%	1%	/
O=C(O)CC(CP(=O)(c1ccccc1)c1ccccc1)C(=O)O (stereo not given)	3%	3%	-13%
O=C(NC1CCCC1)C(c1ccc(F)cc1)N(C(=O)c1csnn1)C1CCCC1 (stereo not given)	2%	1%[0.0935 µM]	1%
Cc1ccc(-c2cc(C(=O)n3cnc4ccccc43)c3ccccc3n2)cc1C	-1%	-2%	11%
O=C(CNC(=O)c1nc[nH]c1C(=O)NCC(=O)OCc1ccccc1)OCc1ccccc1	-2%	/	-5%
CC(=O)c1cc2c(cc1NC(=O)C1CC1)OCO2	-4%	1%	-3%
COc1ccc(CNC(=O)c2cccnc2Sc2ccc(Cl)cc2)cc1	-1%	3%	1%
CC1CCCCN1Cc1c(O)ccc2c(=O)c(-c3ccc(Cl)cc3Cl)coc12 (stereo not given)	29%	3%	-11%
CCN(CC(=O)Nc1ccccc1C(F)(F)F)C(=O)c1ccccc1SCC(=O)N1CCCC1	-1%	3%	5%
Cc1nnc(-n2ncc(C#N)c2N)c2nn(-c3cccc(Cl)c3)c(C)c12	6%	-2%[56.1 µM]	-7%
COc1ccc(N(Cc2ccccc2)S(=O)(=O)c2cccc(C(=O)Nc3ccccn3)c2)cc1	/	1%	-8%
O=C(C[C@H]1C/C=C\C[C@H](Cc2ccc(F)cc2)C(=O)OC[C@@H]2CCCN2C1=O)N[C@H](CO)Cc1ccccc1	/	3%	14%
O=C(/C=C/c1ccccc1[N+](=O)[O-])NCc1ccncc1	5%	-2%	11%
Cc1ccc(C(=O)N/N=C/c2ccc(N3CCOCC3)cc2)c(C)c1	-18%	4%	9%
CC(C)(C)c1cnnn1-c1ccc(C(=O)CCl)cc1	1%	4%	-7%
CN1CCN(CCCNC(=O)c2ccc3c(Cl)c4c(nc3c2)CCCC4)CC1	-10%	1%	-17%
O=C(CSc1ccc2c(c1)OCCO2)N1CCN(c2ccccc2O)CC1	0%	-1%[0.505 µM]	7%
COc1ccc(/C=C2\SC(=S)N(CCC(=O)N(CCO)c3ccccc3)C2=O)cc1OC	-11%	/	13%

The order is random. Share with any hit: about 0.57%.
